Assay outcomes as filed in PubChem.
Rpn11 inh = inhibitors of human proteasome Rpn11; O00487; calls only at 20 µM; 360,000 tested, 0.59% active; AID 588493; human 26S proteasome, Ub4-pepOG fluorescence polarization; 20S core pre-blocked with epoxomicin;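 active = inhibition at 20 µM, scaled to each plate's controls, above about 33%, limit read from the data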
Target sequence (O00487 whole entry, looked up): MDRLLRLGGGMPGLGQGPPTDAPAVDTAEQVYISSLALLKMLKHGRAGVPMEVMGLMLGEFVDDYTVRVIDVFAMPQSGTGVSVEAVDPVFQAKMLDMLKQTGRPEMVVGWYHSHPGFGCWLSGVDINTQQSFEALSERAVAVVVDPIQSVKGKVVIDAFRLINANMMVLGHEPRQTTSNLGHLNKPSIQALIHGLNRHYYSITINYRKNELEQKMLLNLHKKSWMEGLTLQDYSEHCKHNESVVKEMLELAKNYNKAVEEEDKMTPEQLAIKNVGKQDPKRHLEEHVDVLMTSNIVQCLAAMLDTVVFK
SKN-1 inh = C. elegans SKN-1 inhibition; C. elegans VP596 Pgst-4::GFP/RFP ratio, acrylamide-induced, 24 h; inhibition, % at 21.8 µM; 360,000 tested, 0.49% active; AID 624304;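 active = interference check ratio from 0.5 to 1.5 plus GFP to RFP signal ratio inhibition reaching or exceeding a fixed threshold, cut at about 30% in these data, passing the limit was not always enough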; note: some compounds called inactive have numbers as strong as hits
SUMO1-SIM PPI = modulators of human SUMO1-mediated protein-protein interactions. AID 602429. SUMO1 binding to a labelled peptide, TR-FRET, 1 h. inhibition, % at 20 µM. P63165. 360,000 tested, 0.33% active; in the data active = inhibition above about 37%
LMPTP inh = LMPTP (human) inhibition; inhibition, % at 20 µM; AID 651560; recombinant LMPTP-A, OMFP fluorogenic substrate, fluorescence intensity; P24666; 360,000 tested, 0.22% active;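 active = compounds that cut the enzyme signal by at least half of the control window in the single-dose screen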;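 note: plate controls were DMSO wells with enzyme plus substrate for no effect and substrate without enzyme for full effect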
Target sequence (P24666 whole entry, looked up): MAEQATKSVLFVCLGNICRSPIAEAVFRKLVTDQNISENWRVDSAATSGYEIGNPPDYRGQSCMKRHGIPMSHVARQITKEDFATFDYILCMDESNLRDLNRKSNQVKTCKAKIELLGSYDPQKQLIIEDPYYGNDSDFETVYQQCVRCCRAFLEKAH
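Test system – LMPTP-A enzyme · Amount – LMPTP-A at 0.625 nM final in the reaction · Buffer or medium – Bis-Tris pH 6.0, DTT, detergent · Reagent – OMFP 400 µM · Doses – single 20 µM dose · Schedule – reaction 50 min, room temperature, dark · Detection – fluorescence intensity of OMFP turnover product · Evaluation – percent inhibition versus substrate-only and uninhibited controls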
DNMT1 block = inhibitors of human DNMT1; DNMT1 molecular beacon, Hinp1I cleavage, fluorescence; 360,000 tested, 0.83% active; inhibition (reported as % activation of signal), % at 10 µM; in the data active = inhibition above about 50%
STEP inh = STEP (human) phosphatase inhibition. recombinant STEP, OMFP fluorogenic substrate, fluorescence. inhibition, % at 20 µM. 360,000 tested, 0.25% active. AID 588621;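 active = inhibition at 20 µM, scaled per plate between control wells, above about 37%, limit read from the data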;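 note: 0% = DMSO with enzyme and substrate and 100% = substrate only without enzyme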
Target sequence (P54829 whole entry, looked up): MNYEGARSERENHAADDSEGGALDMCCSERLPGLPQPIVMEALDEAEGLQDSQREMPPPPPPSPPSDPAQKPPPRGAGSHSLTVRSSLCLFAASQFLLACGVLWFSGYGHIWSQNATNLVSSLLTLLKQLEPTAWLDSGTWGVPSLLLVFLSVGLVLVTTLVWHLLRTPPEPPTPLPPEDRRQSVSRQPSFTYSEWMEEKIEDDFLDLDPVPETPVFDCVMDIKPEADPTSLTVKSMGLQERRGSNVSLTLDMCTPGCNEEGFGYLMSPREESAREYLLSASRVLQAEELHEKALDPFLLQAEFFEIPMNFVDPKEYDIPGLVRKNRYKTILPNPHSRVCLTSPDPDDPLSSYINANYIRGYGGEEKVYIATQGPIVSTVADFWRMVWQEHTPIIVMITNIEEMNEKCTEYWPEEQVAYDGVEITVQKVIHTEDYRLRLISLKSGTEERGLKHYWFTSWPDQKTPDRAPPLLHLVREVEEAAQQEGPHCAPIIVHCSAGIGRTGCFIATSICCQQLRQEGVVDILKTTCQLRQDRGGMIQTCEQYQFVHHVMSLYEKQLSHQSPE
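System: STEP phosphatase, cell-free reaction; Buffer or medium: Bis-Tris pH 6.0 buffer with DTT, detergent; Incubation: 20 min at room temperature, dark; Measured by: fluorescence, 480/540 nm.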
MT1-MMP act inh = inhibitors of human MT1-MMP activation | HT1080 RFP-PRO-GFP cells, GFP/RFP ratio fluorescence, overnight; percent of plate control window, DMSO zero | GFP/RFP ratio change, % at 20 µM | P50281 | 360,000 tested, 0.061% active;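 active = GFP/RFP ratio change of at least 30% with cell ATP level not reduced by more than half and red fluorescence within 50% of control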; note: strong numbers were not always called active
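Assay system: RFP-PRO-GFP reporter HT1080 cells; read-out basis: GFP/RFP fluorescence ratio; benchmarks: DMSO wells and RFP-L50D-GFP cells; doses: 20 µM single dose, 1% DMSO; schedule: overnight cell settling, then overnight compound exposure, 37 °C, 5% CO2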
CendR NRP1 mod = modulators of CendR peptide binding to human neuropilin-1. O14786. FAM-RPARPAR peptide binding to NRP-1, fluorescence polarization. inhibition, % at 25 µM. 360,000 tested, 0.85% active;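 active = inhibition or corrected inhibition above about 18%, plus a signal ratio from 0.5 to 1.5, limit read from the data, passing the limit was not always enough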; note: strong numbers were not always called active
NadD inh = NadD (S. aureus) enzyme inhibition | inhibition, % at 20 µM | AID 602399 | purified NadD enzyme, colorimetric absorbance read-out | 360,000 tested, 0.78% active; in the data active = inhibition above about 26%; note: some compounds past the cut are filed as inactive
Scp1 inh = blocks human Scp-1 phosphatase activity; Q9GZU7; Recombinant Scp1, phosphopeptide, malachite green phosphate absorbance; inhibition, % at 20 µM; 340,000 tested, 0.88% active; AID 493091;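 active = inhibition above about 50% at 20 µM, limit read from the data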;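 note: plate controls were DMSO wells with enzyme for no effect and wells lacking enzyme for full effect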
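Material: truncated SCP-1 phosphatase (76-261aa) / Buffer or medium: 50 mM Tris acetate pH 5.5, 0.005% Tween-20, 10 mM MgCl2 / Compound dosing: one concentration, 20 µM, with 1.0% DMSO / Incubation: 45 min room-temperature reaction, 5 min colour, 30 min stabiliser / Detection: colorimetric free-phosphate detection, absorbance 630 nm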
Active calls of the source: *.

`CNC(=O)Nc1cccc(C(F)(F)F)c1` gave Rpn11 inh inactive, SKN-1 inh 13, SUMO1-SIM PPI -2, LMPTP inh -0.4, DNMT1 block 1, STEP inh -3, MT1-MMP act inh -4, CendR NRP1 mod -2, NadD inh 1 and Scp1 inh -20.
O=C(NC1CCCCC1)c1cccc2c1C(=O)c1ccc(N3CCCC3)cc1S2(=O)=O was read as SKN-1 inh -13, SUMO1-SIM PPI -42, LMPTP inh 6.0, DNMT1 block 15, STEP inh -4, MT1-MMP act inh -111, CendR NRP1 mod 146, NadD inh 10 and Scp1 inh -7.
CC1(C)OC(=O)N(c2ccccc2)C12C=Cc1c(ccc3ccccc13)O2 (stereo not given) was read as Rpn11 inh inactive, SKN-1 inh -3, SUMO1-SIM PPI -6, LMPTP inh 5.4, DNMT1 block -7, STEP inh -2, MT1-MMP act inh -6, CendR NRP1 mod 8, NadD inh 0 and Scp1 inh -2.
O=C(CSc1nc2ccccc2c(=O)n1CCCN1CCOCC1)NCCc1ccccc1 was read as Rpn11 inh inactive, SKN-1 inh -14, SUMO1-SIM PPI 4, LMPTP inh -1.1, DNMT1 block 0, STEP inh 3, MT1-MMP act inh -4, CendR NRP1 mod 5, NadD inh -5 and Scp1 inh -5.
COC(=O)c1cc(Br)c(=O)n(CCN2CCCC2)c1 was read as Rpn11 inh inactive, SKN-1 inh 2, SUMO1-SIM PPI 1, LMPTP inh 1.4, DNMT1 block 2, STEP inh -1, MT1-MMP act inh 0, CendR NRP1 mod -9, NadD inh -5 and Scp1 inh -7.
Screening COc1cc(NC(=O)Cc2cccs2)cc(OC)c1 returned Rpn11 inh inactive, SKN-1 inh 6, SUMO1-SIM PPI 1, LMPTP inh 0.0, DNMT1 block -10, STEP inh 1, MT1-MMP act inh -7, CendR NRP1 mod 6, NadD inh -1 and Scp1 inh -12.
`O=C(NN=Cc1ccccc1Cl)c1cccc2ccccc12` gave Rpn11 inh inactive, SKN-1 inh 9, SUMO1-SIM PPI 4, LMPTP inh -2.3, DNMT1 block 17, STEP inh 0, MT1-MMP act inh -3, CendR NRP1 mod -5, NadD inh 2 and Scp1 inh 2.
Screening O=C1CC(c2ccc(Cl)cc2)n2nc(N3C(=O)c4ccccc4C3=O)nc2N1 (stereo not given) returned Rpn11 inh inactive, SKN-1 inh -7, SUMO1-SIM PPI -11, LMPTP inh -0.4, DNMT1 block 3, STEP inh -3, MT1-MMP act inh 2, CendR NRP1 mod -23, NadD inh -5 and Scp1 inh 6.
`O=C(NCc1ccccc1)/C(=C/c1ccco1)NC(=O)c1ccco1` gave Rpn11 inh inactive, SKN-1 inh -1, SUMO1-SIM PPI -4, LMPTP inh -0.6, DNMT1 block -2, STEP inh 1, MT1-MMP act inh -4, CendR NRP1 mod -1, NadD inh -2 and Scp1 inh -3.
S=C(Nc1ccc(Cl)cc1)c1nc2ccccc2[nH]1 was read as Rpn11 inh inactive, SKN-1 inh 9, SUMO1-SIM PPI -3, LMPTP inh 0.1, DNMT1 block -6, STEP inh 0, MT1-MMP act inh 5, CendR NRP1 mod -8, NadD inh 2 and Scp1 inh -4.
For COC(=O)[C@]1(C)N[C@H](c2ccc(-c3ccc(OC)cc3)cc2)[C@@H]2C(=O)N(C)C(=O)[C@@H]21 the results were Rpn11 inh inactive, SKN-1 inh 1, SUMO1-SIM PPI -3, LMPTP inh -0.9, DNMT1 block 1, STEP inh -2, MT1-MMP act inh 4, CendR NRP1 mod 24, NadD inh 5 and Scp1 inh 13.
Screening O=C(c1cc(Br)c[nH]1)N1CCCCC1 returned Rpn11 inh inactive, SKN-1 inh -1, SUMO1-SIM PPI 0, LMPTP inh 0.9, DNMT1 block -2, STEP inh -1, MT1-MMP act inh 3, CendR NRP1 mod 12, NadD inh -5 and Scp1 inh -10.
COc1ccc2c(CC(=O)N3CCc4ccccc43)coc2c1 was read as Rpn11 inh inactive, SKN-1 inh 11, SUMO1-SIM PPI 1, LMPTP inh 0.0, DNMT1 block -5, STEP inh -2, MT1-MMP act inh 6, CendR NRP1 mod 9, NadD inh -6 and Scp1 inh -7.
For CC(=O)c1c(C)[nH]c(C(=O)OCC(=O)N2CCN(c3ccccc3)CC2)c1C the results were Rpn11 inh inactive, SKN-1 inh 9, SUMO1-SIM PPI 8, LMPTP inh 0.0, DNMT1 block 2, STEP inh -1, MT1-MMP act inh 1, CendR NRP1 mod 20 and NadD inh -6.
`C=CCNC(=O)c1c(CSc2ccc(F)cc2)noc1C(=O)NCCC` gave Rpn11 inh inactive, SKN-1 inh 2, SUMO1-SIM PPI 4, LMPTP inh -0.1, DNMT1 block 0, STEP inh -2, MT1-MMP act inh 1, CendR NRP1 mod 1, NadD inh -4 and Scp1 inh -8.
For CCN(CC(=O)Nc1ccc(NC(C)=O)cc1)CC(=O)Nc1ccc(F)c(Cl)c1 the results were Rpn11 inh inactive, SKN-1 inh 6, SUMO1-SIM PPI 1, LMPTP inh -0.6, DNMT1 block 3, STEP inh 6, MT1-MMP act inh 0, CendR NRP1 mod 2, NadD inh 2 and Scp1 inh 1.
`O=C(CN1C(=O)C(=O)N(Cc2ccccc2)C1=O)Nc1ccc(F)c(Cl)c1` gave Rpn11 inh inactive, SKN-1 inh -9, SUMO1-SIM PPI -3, LMPTP inh -1.5, DNMT1 block 0, STEP inh 0, MT1-MMP act inh 4, CendR NRP1 mod -10, NadD inh -10 and Scp1 inh -12.
For CCOC(=O)C1CN(S(=O)(=O)c2ccc(OC)cc2)c2cc(CC(=O)OC)ccc2O1 (stereo not given) the results were Rpn11 inh inactive, SKN-1 inh 2, SUMO1-SIM PPI 0, LMPTP inh -0.8, DNMT1 block -3, STEP inh -16, MT1-MMP act inh 0, CendR NRP1 mod -2, NadD inh -9 and Scp1 inh -5.
`COc1cccc(C(=O)NCc2n[nH]c(=S)n2-c2cccc(C)c2)c1` gave Rpn11 inh inactive, SKN-1 inh 2, SUMO1-SIM PPI -2, LMPTP inh -1.0, DNMT1 block 3, STEP inh -5, MT1-MMP act inh -4, CendR NRP1 mod 4, NadD inh -2 and Scp1 inh 5.
Screening Cc1[nH]c(C)c(S(=O)(=O)N2CCc3ccccc32)c1C(=O)N1CCCCC1 returned Rpn11 inh inactive, SKN-1 inh 3, SUMO1-SIM PPI 0, LMPTP inh 0.1, DNMT1 block 0, STEP inh 1, MT1-MMP act inh -1, CendR NRP1 mod 3, NadD inh 0 and Scp1 inh -5.

Sorted by length of the SMILES (high to low): part of the list above
`O=C(NCc1ccccc1)/C(=C/c1ccco1)NC(=O)c1ccco1` gave Rpn11 inh inactive, SKN-1 inh -1, SUMO1-SIM PPI -4, LMPTP inh -0.6, DNMT1 block -2, STEP inh 1, MT1-MMP act inh -4, CendR NRP1 mod -1, NadD inh -2 and Scp1 inh -3.
`C=CCNC(=O)c1c(CSc2ccc(F)cc2)noc1C(=O)NCCC` gave Rpn11 inh inactive, SKN-1 inh 2, SUMO1-SIM PPI 4, LMPTP inh -0.1, DNMT1 block 0, STEP inh -2, MT1-MMP act inh 1, CendR NRP1 mod 1, NadD inh -4 and Scp1 inh -8.
Screening COc1cc(NC(=O)Cc2cccs2)cc(OC)c1 returned Rpn11 inh inactive, SKN-1 inh 6, SUMO1-SIM PPI 1, LMPTP inh 0.0, DNMT1 block -10, STEP inh 1, MT1-MMP act inh -7, CendR NRP1 mod 6, NadD inh -1 and Scp1 inh -12.

Going on with the list.
`O=C(CCCCl)NC(=S)Nc1ccc(N2CCOCC2)cc1` gave Rpn11 inh inactive, SKN-1 inh 4, SUMO1-SIM PPI 2, LMPTP inh -0.3, DNMT1 block -1, STEP inh 1, MT1-MMP act inh 3, CendR NRP1 mod 3, NadD inh -2 and Scp1 inh -17.
Screening Cc1c(C(=O)N2CCN(c3ccc([N+](=O)[O-])cc3)CC2)oc2ccccc12 returned Rpn11 inh inactive, SKN-1 inh 1, SUMO1-SIM PPI -15, LMPTP inh 4.4, DNMT1 block 7, STEP inh 3, MT1-MMP act inh 2, CendR NRP1 mod 11, NadD inh -5 and Scp1 inh -12.
Screening CCS(=O)(=O)c1ccc2c(c1)N(S(=O)(=O)c1ccc(C)cc1)CC(C(=O)O)O2 (stereo not given) returned Rpn11 inh inactive, SKN-1 inh 17, SUMO1-SIM PPI -1, LMPTP inh -0.9, DNMT1 block -2, STEP inh -4, MT1-MMP act inh 3, CendR NRP1 mod 24, NadD inh 4 and Scp1 inh 3.
CCCCNc1ccc2c(c1)C1CC2CCN1C(=O)OCc1ccccc1 (stereo not given) was read as Rpn11 inh inactive, SKN-1 inh 11, SUMO1-SIM PPI 2, LMPTP inh 3.0, DNMT1 block 6, STEP inh 3, MT1-MMP act inh -2, CendR NRP1 mod -4, NadD inh 8 and Scp1 inh 25.
For O=C(NCCO)c1cc([N+](=O)[O-])cc2c1C=Cc1ccccc1O2 the results were Rpn11 inh inactive, SKN-1 inh 1, SUMO1-SIM PPI -27, LMPTP inh -0.6, DNMT1 block 41, STEP inh -7, MT1-MMP act inh 3, CendR NRP1 mod 13, NadD inh -7 and Scp1 inh -2.
`COCC(=O)Nc1ccc([N+](=O)[O-])cc1OC` gave Rpn11 inh inactive, SKN-1 inh 2, SUMO1-SIM PPI -12, LMPTP inh -1.6, DNMT1 block -3, STEP inh 0, MT1-MMP act inh 2, CendR NRP1 mod -9, NadD inh 2 and Scp1 inh -7.
Screening CCCCn1c(=S)[nH]c2ccccc2c1=O returned Rpn11 inh inactive, SKN-1 inh 1, SUMO1-SIM PPI 2, LMPTP inh 1.4, DNMT1 block 1, STEP inh 2, MT1-MMP act inh 0, CendR NRP1 mod 8, NadD inh -2 and Scp1 inh -11.
For COc1ccc(C(=O)NC(C)Cc2c[nH]c3ccccc23)cc1 (stereo not given) the results were Rpn11 inh inactive, SKN-1 inh -6, SUMO1-SIM PPI -5, LMPTP inh -1.6, DNMT1 block -2, STEP inh 0, MT1-MMP act inh 0, CendR NRP1 mod -4 and NadD inh 3.
O=C(c1ccccc1S(=O)(=O)NCc1ccccc1)N1CCCC1 was read as Rpn11 inh inactive, SKN-1 inh -12, SUMO1-SIM PPI 1, LMPTP inh -3.4, DNMT1 block -1, STEP inh -3, MT1-MMP act inh -2, CendR NRP1 mod -14, NadD inh 1 and Scp1 inh -15.

An unsorted share of the library. Share with any hit: about 3.9%.
